IDE act: human IDE activators in live cells, primary screen, fluorescence polarization, HEK cells, FAbeta-B substrate. hit rate 0.073% among 340,000. Insulin-degrading enzyme (Homo sapiens), P14735. AID 493087, 2011. activation, % at 5.96 µM. FAbeta-B cleavage; 0% vehicle, 100% cell-free pure enzyme wells;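 active = activation above the mean of all tested compounds plus 3 SD, set per screening campaign, cut at about 17% in these data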
GalR3 antagonist: GalR3 antagonists in HEK293 cells, primary screen, cell-based, fluorescence readout; Galanin receptor type 3 (Homo sapiens), O60755; HEK293 GalR3-CNG cAMP membrane potential fluorescence; galR3 body fused to GalR1 C-terminus; inhibition, % at 3 µM; hit rate 0.44% among 360,000; AID 651719, 2012;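 active = inhibition above the screen-wide average plus 3 SD, cut at about 13% in these data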;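 also: forskolin and galanin both at EC90 stimulate the cells; cAMP rise reported by CNG channel membrane potential dye signal; 0% = forskolin plus galanin with DMSO and 100% = forskolin alone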
CRFBP-R2 block: antagonists of CRF-BP/CRF-R2 complex, primary screen, cell-based, HEK293, calcium dye fluorescence, uHTS; CRF-induced calcium fluorescence; inhibition, % at 11.8 µM; hit rate 0.59% among 350,000;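 active = inhibition of the ligand-induced calcium signal above about 50% at the single tested concentration, limit read from the data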
p-CIP stab down: p/CIP-EGFP fusion destabilizers, primary screen, fluorescence, F442A cells; AID 1984, 2009; decrease of EGFP signal, % at 10 µM; Q05BA5; hit rate 0.01% among 290,000; 16 h;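 active = EGFP signal decrease of at least 30% at 10 µM or well 3 SD below plate mean, unless failing retest; inactive = the rest, including hits failing retest or dose response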; also: some compounds called inactive have numbers as strong as hits; many of its hits are not listed in these tables
Target sequence (Q05BA5 1-1403): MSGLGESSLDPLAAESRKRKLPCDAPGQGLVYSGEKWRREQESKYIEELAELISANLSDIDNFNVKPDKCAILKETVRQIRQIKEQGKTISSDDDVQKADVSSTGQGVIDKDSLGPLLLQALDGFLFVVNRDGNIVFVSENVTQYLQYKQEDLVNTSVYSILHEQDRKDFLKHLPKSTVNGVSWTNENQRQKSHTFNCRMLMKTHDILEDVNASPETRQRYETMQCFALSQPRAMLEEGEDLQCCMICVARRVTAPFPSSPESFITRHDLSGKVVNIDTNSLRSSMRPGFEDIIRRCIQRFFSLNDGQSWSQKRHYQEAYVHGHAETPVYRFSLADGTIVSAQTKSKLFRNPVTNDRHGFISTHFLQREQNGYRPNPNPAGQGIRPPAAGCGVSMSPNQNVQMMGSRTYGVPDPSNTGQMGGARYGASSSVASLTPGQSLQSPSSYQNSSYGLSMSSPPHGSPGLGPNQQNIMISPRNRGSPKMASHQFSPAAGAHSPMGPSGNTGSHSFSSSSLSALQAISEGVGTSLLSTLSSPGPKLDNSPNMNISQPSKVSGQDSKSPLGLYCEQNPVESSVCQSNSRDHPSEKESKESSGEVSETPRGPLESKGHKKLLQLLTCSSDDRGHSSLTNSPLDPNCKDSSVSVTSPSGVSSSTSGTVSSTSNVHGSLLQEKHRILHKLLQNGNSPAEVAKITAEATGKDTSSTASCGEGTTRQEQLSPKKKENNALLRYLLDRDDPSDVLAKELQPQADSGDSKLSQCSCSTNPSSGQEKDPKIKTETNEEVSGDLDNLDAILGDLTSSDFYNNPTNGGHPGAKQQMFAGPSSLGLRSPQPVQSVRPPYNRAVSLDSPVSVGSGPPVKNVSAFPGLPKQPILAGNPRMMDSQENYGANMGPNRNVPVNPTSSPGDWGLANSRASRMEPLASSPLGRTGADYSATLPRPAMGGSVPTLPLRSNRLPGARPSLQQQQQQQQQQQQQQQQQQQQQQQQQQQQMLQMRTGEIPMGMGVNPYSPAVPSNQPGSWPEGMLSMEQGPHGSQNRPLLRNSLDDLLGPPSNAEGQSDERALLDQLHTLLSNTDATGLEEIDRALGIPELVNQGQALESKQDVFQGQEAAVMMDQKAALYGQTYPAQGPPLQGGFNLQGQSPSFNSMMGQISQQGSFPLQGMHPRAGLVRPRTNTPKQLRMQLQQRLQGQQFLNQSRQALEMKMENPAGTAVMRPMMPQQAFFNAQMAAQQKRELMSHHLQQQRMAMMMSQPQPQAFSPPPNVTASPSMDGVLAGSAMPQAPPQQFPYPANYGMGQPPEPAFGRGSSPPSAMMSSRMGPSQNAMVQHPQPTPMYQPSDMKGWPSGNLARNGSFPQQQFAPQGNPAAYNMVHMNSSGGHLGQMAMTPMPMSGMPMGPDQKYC
IDE inh: human IDE inhibitors in live cells, primary screen, fluorescence polarization, HEK cells, FAbetaB substrate. FAbetaB cleavage. inhibition, % at 5.59 µM. hit rate 0.41% among 320,000. Insulin-degrading enzyme (Homo sapiens), P14735;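 active = percent inhibition above the average of all tested compounds plus 3 SD, set per screening campaign, cut at about 16% in these data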;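 also: IDE supplied by intact live HEK cells; FP after avidin binding of uncleaved biotin substrate so inhibition keeps polarization high; 0% = DMSO wells and 100% = 60 µM reference IDE inhibitor Ii1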
VIM-2 inhibitor: VIM-2 metallo-beta-lactamase inhibitors, primary screen, biochemical, epi-absorbance readout, Pseudomonas aeruginosa enzyme; purified VIM-2, nitrocefin hydrolysis, epi-absorbance fluorescence; inhibition, % at 5.6 µM; hit rate 0.89% among 290,000; AID 1527, 2009;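 active = inhibition above the mean of all tested compounds plus 3 SD, cutoff set per screening run, cut at about 7.5% in these data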;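 also: red hydrolysis product quenches plate fluorescence so inhibitors raise well fluorescence; 0% = enzyme with DMSO and 100% = DMSO without enzyme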
SUMO HTRF inh: inhibitors of in vitro SUMOylation cascade, primary screen, biochemical, HTRF, uHTS; HTRF SUMOylation assay, SAE1/SAE2 + UBC9; SUMO-conjugating enzyme UBC9 (Homo sapiens), P63279; hit rate 0.36% among 290,000; inhibition, % at 35 µM; in the data active = inhibition above about 50%, passing the limit was not always enough; also: strong numbers were not always called active
IMP-1 inh: IMP-1 metallo-beta-lactamase inhibitors, primary screen, biochemical, epi-absorbance readout, Pseudomonas aeruginosa enzyme. metallo-beta-lactamase IMP-1 (Pseudomonas aeruginosa). purified IMP-1, nitrocefin hydrolysis, epi-absorbance fluorescence. inhibition, % at 5.6 µM. hit rate 0.45% among 290,000;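 active = inhibition above the mean plus 3 SD of all compounds in the same screening run, cut at about 4.5% in these data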;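 also: 0% = IMP-1 with DMSO and 100% = DMSO wells lacking enzyme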
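Assay system: purified recombinant IMP-1 beta-lactamase. Input: IMP-1 0.2 nM before substrate addition. Buffer or medium: Zinc- and detergent-supplemented HEPES buffer, pH 7.1. Schedule: 25 °C, 15 min preincubation, 25 min reaction. Signal: Epi-absorbance fluorescence, 480 nm excitation, 530 nm emission. Evaluation: percent inhibition from optical density relative to buffer-blank wells.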
HCV NS3 hel inh: inhibitors of HCV NS3 helicase, primary screen, biochemical, Cy5 molecular beacon fluorescence | inhibition, % at 10.9 µM | hit rate 0.56% among 290,000 | NS3 helicase DNA unwinding | Hepatitis C virus NS3 helicase;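 active = inhibition above the mean of all tested compounds plus 3 SD, set per campaign, cut at about 35% in these data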;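 also: 0% = DMSO wells and 100% = thioflavine S control wells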
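Control set: DMSO versus 110 µM thioflavine S; Material: NS3 helicase fragment of HCV; Measured by: Cy5 fluorescence at 0 and 60 min, beacon hairpin quenching; Read-out basis: percent inhibition from t60/t0 fluorescence ratio; Times: reaction time 60 min, 25 °C; Repeats: single replicate; Compound dosing: single dose, 10.9 µM nominal final, DMSO 0.8% final.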
Starred values were filed as active, the others as inactive; . = no result given.

SMILES	IDE act	GalR3 antagonist	CRFBP-R2 block	p-CIP stab down	IDE inh	VIM-2 inhibitor	SUMO HTRF inh	IMP-1 inh	HCV NS3 hel inh
O=C(COc1ccc([N+](=O)[O-])cc1Cl)Nn1cnnc1	5	-1	9	6	-7	1.1	3	0.2	-2
Cc1cc([N+](=O)[O-])nn1CC(=O)Nc1ccc(Cl)cn1	0	0	14	-2	1	-4.1	1	-2.8	1
C[C@]12CC[C@H](O)CC1=CCC1C2CC[C@@]2(C)C1CC[C@@H]2NC(=O)CCC(=O)O (stereo partly drawn)	2	-7	3	.	4	.	.	.	.
O=C(C1=C[C@@H](c2ccc(Br)cc2)C[C@@H](OCc2ccc(CO)cc2)O1)N1CCN(Cc2ccc3c(c2)OCO3)CC1	-1	.	-3	-10	7	-2.7	-26	-3.6	-27
CCN(c1ccccc1)P(=O)(Nc1ccccc1)Nc1ccccc1	5	-4	5	-6	5	-4.7	-1	-3.6	7
COc1ccc(CCCC(=O)NCC(=O)N/N=C/c2cc(Cl)ccc2OC)cc1	2	-5	-22	-7	.	-1.5	4	-0.6	-12
O=C(NC(=S)Nc1ccc(N2CCCC2)cc1)c1ccc(F)cc1	6	-3	-29	-1	-4	-1.3	10	-1.4	-14
O=S(=O)(NC1=NCCC1)c1cccs1	8	-1	4	-14	-1	-1.0	8	-0.8	3
NC(=O)c1nsc(C(=O)N(c2ccc(Cl)cc2)C(C(=O)NCC2CCCO2)c2cccs2)c1N (stereo not drawn)	-5	0	-35	-6	1	-5.7	-5	-3.5	4
CCOc1ccc(S(=O)(=O)NCc2ccccn2)cc1NC(=O)c1ccccc1F	1	2	2	0	0	-1.4	6	-4.2	-4
Cc1cccc(-n2ncc3c(NCCCn4ccnc4)ncnc32)c1	2	3	-18	8	-6	-1.4	24	-2.4	0
Cc1cc(OCC(=O)N2CCOCC2)ccc1[N+](=O)[O-]	-1	-5	4	2	10	0.4	1	-0.4	-7
Clc1ccc(N=c2ssnc2Cl)cc1	-9	-3	43	8	0	-2.0	2	-0.7	5
COc1cccc(C(=O)c2c[nH]c(C(=O)NCCCN(C)C)c2)c1	1	-7	26	-5	-2	2.7	22	-3.3	-3
COc1cc(NS(=O)(=O)c2ccc(NC(=O)/C=C/c3ccc([N+](=O)[O-])cc3)cc2)ncn1	2	-5	0	-5	1	-0.9	17	-3.5	8
O=C(Nc1ccc(Br)cc1)c1cc(S(=O)(=O)Nc2ccccn2)ccc1Cl	0	-8	-3	4	1	-4.6	4	-2.2	-20
O=C(COC(=O)Cc1cccs1)Nc1ccc(F)c(F)c1F	1	-5	5	-4	-6	-1.1	8	-2.4	7
O=C(NCCc1nc2ccccc2[nH]1)/C(=C/c1ccc2c(c1)OCO2)NC(=O)c1ccccc1	-6	-4	-2	-13	0	-1.4	9	-0.8	-9
COCCNC(=O)C(=O)NCC1OCCN1C(=O)c1ccc(Cl)cc1 (stereo not drawn)	2	.	-27	-8	0	-3.6	1	-4.4	15
CCOC(=O)C1(Cc2ccc(Cl)cc2)CCN(Cc2nccn2CC)CC1	3	-5	-10	-4	1	-2.6	2	-2.6	-6

11 structures out of the list, sorted by count of non-hydrogen atoms, ascending.
SMILES	IDE act	GalR3 antagonist	CRFBP-R2 block	p-CIP stab down	IDE inh	VIM-2 inhibitor	SUMO HTRF inh	IMP-1 inh	HCV NS3 hel inh
Clc1ccc(N=c2ssnc2Cl)cc1	-9	-3	43	8	0	-2.0	2	-0.7	5
Cc1cc(OCC(=O)N2CCOCC2)ccc1[N+](=O)[O-]	-1	-5	4	2	10	0.4	1	-0.4	-7
O=C(COC(=O)Cc1cccs1)Nc1ccc(F)c(F)c1F	1	-5	5	-4	-6	-1.1	8	-2.4	7
O=C(NC(=S)Nc1ccc(N2CCCC2)cc1)c1ccc(F)cc1	6	-3	-29	-1	-4	-1.3	10	-1.4	-14
Cc1cccc(-n2ncc3c(NCCCn4ccnc4)ncnc32)c1	2	3	-18	8	-6	-1.4	24	-2.4	0
O=C(Nc1ccc(Br)cc1)c1cc(S(=O)(=O)Nc2ccccn2)ccc1Cl	0	-8	-3	4	1	-4.6	4	-2.2	-20
COc1ccc(CCCC(=O)NCC(=O)N/N=C/c2cc(Cl)ccc2OC)cc1	2	-5	-22	-7	.	-1.5	4	-0.6	-12
CCOc1ccc(S(=O)(=O)NCc2ccccn2)cc1NC(=O)c1ccccc1F	1	2	2	0	0	-1.4	6	-4.2	-4
COc1cc(NS(=O)(=O)c2ccc(NC(=O)/C=C/c3ccc([N+](=O)[O-])cc3)cc2)ncn1	2	-5	0	-5	1	-0.9	17	-3.5	8
NC(=O)c1nsc(C(=O)N(c2ccc(Cl)cc2)C(C(=O)NCC2CCCO2)c2cccs2)c1N (stereo not drawn)	-5	0	-35	-6	1	-5.7	-5	-3.5	4
O=C(C1=C[C@@H](c2ccc(Br)cc2)C[C@@H](OCc2ccc(CO)cc2)O1)N1CCN(Cc2ccc3c(c2)OCO3)CC1	-1	.	-3	-10	7	-2.7	-26	-3.6	-27

Continuation:
SMILES	IDE act	GalR3 antagonist	CRFBP-R2 block	p-CIP stab down	IDE inh	VIM-2 inhibitor	SUMO HTRF inh	IMP-1 inh	HCV NS3 hel inh
COc1ccccc1NC(=O)N1CCCC1C(=O)NCc1ccccc1Cl (stereo not drawn)	3	-1	-3	2	-6	-2.3	-12	-2.3	0
N#C/C(=C/c1ccc(CNC(=O)C(=O)Nc2cc(Cl)cc(Cl)c2)o1)C(=O)NCc1cccnc1	-1	-3	13	5	-4	-2.5	-7	-3.2	-5
CN=C(C)/C(C(=O)OC)=C(/O)c1ccc(Cl)cc1Cl	8	-5	8	-5	1	-1.2	13	-2.5	-7
COc1cc(CO)ccc1Oc1nnnn1-c1ccc(C(N)=O)cc1	0	-3	29	-18	-2	-0.8	17	-1.5	10
CCc1noc(C)c1C(=O)Nc1nc(-c2ccc(OC)c(OC)c2)cs1	4	-5	-17	.	3	.	.	.	.
COc1cc(C(=O)O/N=C2/C=C(C)C(=O)C=C2C)cc(OC)c1OC	-4	-1	-5	-6	-8	-1.8	3	-1.2	10
Cc1cc(NC(=O)c2cnn3cccnc23)nn1CC(=O)Nc1cccnc1	5	-1	11	-8	0	-5.1	12	2.8	-2
Cc1cc2c(OCC(O)CNCc3ccco3)cccc2[nH]1 (stereo not drawn)	0	-12	-15	-1	-9	0.7	15	0.4	-3
COc1ccc(OC)c(S(=O)(=O)N2CCN(c3ccccc3OC)CC2)c1	0	-11	4	-2	3	-4.2	1	-3.0	-8
COc1ccc(CCNC(=O)CSc2nnc(Cc3cccn3C)n2C)cc1OC	3	4	-25	2	-4	-3.6	-8	-2.5	-2
COCCNC(=O)c1ccc(CN2CCOCC2)cc1	3	4	14	-30	4	-3.8	2	-3.8	5
O=c1[nH]c(CSc2nc3ccccc3s2)nc2ccccc12	-2	-5	-6	-17	6	-1.0	9	-2.5	-11
Cc1cc(C)n2nc(C(=O)OCC(=O)N(C)CC(=O)Nc3ccc(F)cc3)nc2n1	-2	-3	4	.	0	.	.	.	.
CC1(C)C([N+](=O)[O-])C(c2ccccc2O)NC(c2ccccc2O)C1[N+](=O)[O-] (stereo not drawn)	6	10	4	-16	-1	0.3	-11	-3.1	-11
N#CCSCC(=O)Nc1ccc(F)cc1	2	-5	-62	54	5	-2.9	-12	-1.3	5
S=C(NCCC1=CCCCC1)Nc1ccccc1	3	-3	-11	-16	-3	2.7	21	-1.6	4
CC(C)C[C@H](NC(=O)N1CC(=O)Nc2ccccc21)C(=O)N[C@H](Cc1c[nH]c2ccccc12)C(=O)O	3	-2	15	-10	1	-1.3	18	-2.8	3
C/C(=N\OCc1ccc(C#N)cc1)c1ccc(S(=O)(=O)N(C)C)cc1	-2	-11	33	-10	-2	-2.9	0	-0.1	-19
COc1cccc(NC(=O)CSc2nnc(-c3ccoc3C)n2C)c1	1	-7	4	3	4	-0.9	6	-2.0	9
Cc1ccc(NC(=O)OCc2ccccc2S(C)=O)cc1 (stereo not drawn)	5	15*	-4	14	-1	-3.0	7	-2.8	-29
CCN(CC)CCCOc1ccc(C)cc1Br	3	-2	-11	-8	1	-2.1	-10	-2.3	-8
O=C(Nc1cccc(S(=O)(=O)NC2=NCCC2)c1)C1CCCCC1	2	2	0	-1	4	-2.2	-4	-4.2	2
NC(=S)Nc1cccc(-c2n[nH]c(=S)o2)c1	4	-3	4	2	-2	-3.5	17	-3.7	-18
Cc1cccc(C)c1-n1c(C)cc(/C=C2\C(=O)NN(c3ccccc3)C2=O)c1C	10	-7	-24	6	-5	0.3	-26	-2.6	10
O=C(NCCCN1CCCC1=O)Nc1ccc(Br)cc1Cl	3	1	5	-12	-7	0.6	12	-2.7	0
CCn1c(=S)[nH]c2sc3c(c2c1=O)CCCCC3	-5	-5	1	-16	4	-4.5	12	-2.8	-4
COC(=O)c1cccc(NC(=O)NC(=O)c2ccc(Cl)cc2)c1	.	-2	-9	-16	11	-2.3	7	-3.2	3
COC(=O)c1ccc(C2NCCc3cc(OC)c(OC)cc32)cc1 (stereo not drawn)	6	-10	-14	3	-2	-3.1	-10	-1.8	7

Structural class, the entries above containing a COOH group (2)
SMILES	IDE act	GalR3 antagonist	CRFBP-R2 block	p-CIP stab down	IDE inh	VIM-2 inhibitor	SUMO HTRF inh	IMP-1 inh	HCV NS3 hel inh
C[C@]12CC[C@H](O)CC1=CCC1C2CC[C@@]2(C)C1CC[C@@H]2NC(=O)CCC(=O)O (stereo partly drawn)	2	-7	3	.	4	.	.	.	.
CC(C)C[C@H](NC(=O)N1CC(=O)Nc2ccccc21)C(=O)N[C@H](Cc1c[nH]c2ccccc12)C(=O)O	3	-2	15	-10	1	-1.3	18	-2.8	3

Screens from PubChem BioAssay.
